Bioassay records (PubChem)
dFosB act: activators of mouse delta FosB homodimer; purified delta FosB, TAMRA-CDK5 oligo fluorescence polarization; percent of positive-control signal above neutral wells; hit rate 0.99% among 340,000; AID 493131; activation, % at 25 µM; P13346;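 active means mean activation above about 17%, with every replicate also reaching it, limit read from the data, passing the limit was not always enough; inconclusive means only one of the two conditions met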;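 further: fluorescence polarization rise as delta FosB binds a TAMRA Cdk5 AP-1 oligo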
Target sequence (P13346 whole entry, looked up): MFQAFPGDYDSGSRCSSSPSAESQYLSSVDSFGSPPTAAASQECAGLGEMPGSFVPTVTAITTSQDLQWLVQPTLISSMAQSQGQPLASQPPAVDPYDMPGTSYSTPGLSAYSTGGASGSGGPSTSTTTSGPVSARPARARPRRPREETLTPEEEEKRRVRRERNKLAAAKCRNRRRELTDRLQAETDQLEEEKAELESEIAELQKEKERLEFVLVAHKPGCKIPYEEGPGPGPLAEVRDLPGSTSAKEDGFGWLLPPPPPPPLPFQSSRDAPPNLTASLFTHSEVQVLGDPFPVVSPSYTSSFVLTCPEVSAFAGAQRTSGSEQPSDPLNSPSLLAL
Rtt109 HAT inh: blocks Candida albicans Rtt109/Vps75 acetyltransferase activity | purified Rtt109/Vps75, ThioGlo CoA-SH fluorescence, 4 h | inhibition, % at 34.9 µM | hit rate 0.16% among 330,000;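 active means inhibition of at least 50% in every replicate; inconclusive means best replicate reaches 50% inhibition but some replicates fall short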
MITF TRPM1 HTS: MITF TRPM1 promoter activation in melanoma cells | AID 588334 | activation, % at 12.5 µM | SK-MEL-5 TRPM1-promoter luciferase, 24 h; % of positive control, neutral wells = 0 | hit rate 0.75% among 300,000;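 active means mean activation of at least 80% with every replicate also reaching 80%; inconclusive means mean reaches 80% but some replicate falls short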;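 further: 0% = neutral control wells and 100% = parthenolide positive control wells; values of inactives mirror those of a sister screen read the other way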
NSD2 inh: inhibitors of human histone methyltransferase NSD2; hit rate 0.54% among 310,000; NSD2 peptide methylation, AlphaScreen, 120 min; inhibition, % at 12.5 µM; in the data active means inhibition above about 50%
PfHsp90 set2: growth inhibition of yeast expressing Plasmodium Hsp90 | AID 504621 | hit rate 0.32% among 310,000 | inhibition, % at 9.4 µM | S. cerevisiae expressing PfHsp90, BacTiter-Glo ATP, 48 h; yeast lacking PDR1 and PDR3 efflux regulators;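 active means every replicate shows inhibition above about 80%, whatever the replicate mean, limit read from the data; inconclusive means mean inhibition reaches the set limit but some replicate falls short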;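 further: 0% = DMSO neutral controls and 100% = 20 µM radicicol positive controls; yeast relying on Plasmodium falciparum Hsp90 in place of its own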
CAL PDZ FP-1: blocks peptide binding to human CAL PDZ domain; hit rate 0.02% among 330,000; purified CAL PDZ, TMR-peptide fluorescence polarization, 1 h; inhibition, % at 20 µM; AID 504414; Q9HD26;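 active means highest replicate inhibition of at least 40%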;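 further: plate controls were DMSO neutral control wells for no effect and unlabeled competitor peptide control wells for full effect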
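System: tagged CAL PDZ domain. Schedule: 1 h room-temperature incubation prior to read. Signal: fluorescence polarization (mP). Measure: percent inhibition from loss of millipolarization.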
SR-BI DiI inh: blocks mouse SR-BI lipid uptake from DiI-HDL; Q61009; ldlA[mSR-BI] CHO cells, DiI-HDL uptake fluorescence, 3 h; inhibition, % at 12.5 µM; hit rate 0.96% among 320,000; AID 488896;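 active means mean replicate inhibition of at least 70% and a set share of replicates each scoring 70 or more; inconclusive means meets just one of the two criteria; inactive means fails both criteria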;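 further: 0% = median of neutral control wells and 100% = median of positive control wells; values of inactives mirror those of a sister screen read the other way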
Target sequence (Q61009 whole entry, looked up): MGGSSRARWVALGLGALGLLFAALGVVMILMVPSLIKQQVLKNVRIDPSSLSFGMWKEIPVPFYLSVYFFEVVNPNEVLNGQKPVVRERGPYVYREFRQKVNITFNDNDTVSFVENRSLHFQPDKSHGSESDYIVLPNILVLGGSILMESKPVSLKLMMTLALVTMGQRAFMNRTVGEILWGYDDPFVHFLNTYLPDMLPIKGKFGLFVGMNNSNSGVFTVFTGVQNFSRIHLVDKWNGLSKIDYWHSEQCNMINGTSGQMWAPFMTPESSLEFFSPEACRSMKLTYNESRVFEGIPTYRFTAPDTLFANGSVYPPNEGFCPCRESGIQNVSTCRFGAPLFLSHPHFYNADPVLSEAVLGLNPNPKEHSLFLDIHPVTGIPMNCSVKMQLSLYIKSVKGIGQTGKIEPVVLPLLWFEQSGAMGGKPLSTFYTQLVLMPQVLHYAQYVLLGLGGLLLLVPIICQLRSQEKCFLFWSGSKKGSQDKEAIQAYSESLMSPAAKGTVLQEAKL
PvdQ acylase: P. aeruginosa PvdQ acylase inhibition; AID 488965; inhibition, % at 10 µM; purified PvdQ acylase, fluorescence plate reader; hit rate 0.063% among 340,000; in the data active means inhibition above about 30%, passing the limit was not always enough; inconclusive means no clear call, values can overlap the other calls;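 further: 0% = vehicle neutral wells and 100% = reference inhibitor wells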
SR-BI uptake up: SR-BI HDL lipid transfer activation. CHO ldlA[mSR-BI] cells, DiI-HDL uptake fluorescence, 3 h; 100 = double the neutral-control signal. activation, % at 12.5 µM. hit rate 0.096% among 320,000. AID 504775;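 active means mean replicate activation of at least 60% and every replicate at or above 60%; inconclusive means mean or all-replicate condition met, but not both; inactive means mean below 60% and not all replicates reaching 60%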;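 further: 0% = median plate neutral-control signal and 100% = twice that signal; values of inactives mirror those of a sister screen read the other way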
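Test system: SR-BI-overexpressing, LDLR-lacking CHO cells; Also added: labelled HDL, 10 µg/mL; Measured by: bottom-read cell fluorescence after medium removal, ex 550/em 595 nm; Timing: 3 h uptake period with compound, 37 °C; Buffer or medium: F12, 0.5% BSA, 25 mM HEPES; Doses: single compound concentration, delivered by pin transfer.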
CAL PDZ FP-2: blocks peptide binding to the human CAL PDZ domain. Q9HD26. inhibition, % at 24.9 µM. purified CAL PDZ, TMR-peptide fluorescence polarization, 1 h. hit rate 0.92% among 300,000. AID 602252;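 active means mean inhibition of at least 30% with at least half of replicates also reaching 30%; inconclusive means no clear call, values can overlap the other calls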;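 further: 0% = DMSO neutral control and 100% = excess unlabeled competitor peptide PRC23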
Numbers without * were called inactive; ? = inconclusive; . = not tested or not shown.

1. Cc1ccc(C)c(NNC(N)=S)c1
2. CCCc1nnc(SCC(=O)NC2CCCCC2)n1CCOC
3. O=C(NCCc1csc(-c2cccnc2)n1)c1c(F)cccc1F
4. Cc1c(C(=O)NC2CCCCC2)oc2c1C(=O)CC(C)(C)C2
5. COC(=O)C1=C(C)NC(=O)C1(NC(=O)CN1CCCC1=O)C(F)(F)F (stereo unspecified)
6. COc1cccc(NC(=O)N2CCCC2C(=O)NCc2ccccc2)c1 (stereo unspecified)
7. Cc1c(C#N)c2ccccc2n1CCOc1ccccc1F
8. COc1ccc(NC(=O)C23CC4CC(C2)CC(n2cnc(Br)n2)(C4)C3)cc1Cl
Screen / compound no.	1	2	3	4	5	6	7	8
dFosB act	0	-4	-3	-8	-1	-8	0	-10
Rtt109 HAT inh	-9	-21	-6	4	-7	12	3	7
MITF TRPM1 HTS	-11	-7	5	-4	.	-13	-9	-4
NSD2 inh	-3	-3	.	.	0	-2	.	-3
PfHsp90 set2	23	1	-26	.	20	-5	22	.
CAL PDZ FP-1	-0.2	-1.1	-1.6	-0.4	-3.4	-3.3	-0.7	-3.1
SR-BI DiI inh	6	-13	.	26	.	-6	11	44
PvdQ acylase	0	-6	-12	-16	-12	8	-8	3
SR-BI uptake up	-6	13	.	-26	.	6	-11	-44
CAL PDZ FP-2	11	-3	0	.	2	-3	-1	.

9. Cc1ccc2[nH]nc(C(=O)N3CCCC(C(=O)c4ccc(Cl)cc4)C3)c2c1 (stereo unspecified)
10. COc1ccc2oc(C(=O)OCC(=O)NCc3ccccc3OC)c(C)c2c1
11. O=C(NNC(=O)c1cnccn1)c1ccc(Cl)c(Cl)c1
12. CCn1cc(C2C(C(=O)Nc3ccc(Br)cn3)=C(C)NC3=C2C(=O)CCC3)c(C)n1 (stereo unspecified)
13. O=C(NCCO)/C(=C\c1cccc([N+](=O)[O-])c1)NC(=O)c1ccco1
14. O=[N+]([O-])c1ccc(N2CCN(C(=S)Nc3ccc(F)cc3)CC2)cc1
15. OC(CN1CCN(Cc2ccccc2)CC1)c1ccc(Br)cc1 (stereo unspecified)
16. CC(C)CC(=O)N1CCN(Cc2cccc(F)c2)CC1
Screen / compound no.	9	10	11	12	13	14	15	16
dFosB act	-10	-11	-9	-4	-4	-14	0	-5
Rtt109 HAT inh	9	0	1	4	-1	-8	8	-1
MITF TRPM1 HTS	-15	3	-13	7	6	-8	3	2
NSD2 inh	1	2	0	-4	0	1	25	-2
PfHsp90 set2	0	4	-14	-17	-23	-5	5	-5
CAL PDZ FP-1	-0.5	1.3	-0.5	0.5	-1.1	0.6	-0.7	-0.4
SR-BI DiI inh	-2	1	-14	-17	-25	10	12	-9
PvdQ acylase	-13	-10	-19	-13	-7	3	-3	2
SR-BI uptake up	2	-1	14	17	25	-10	-12	9
CAL PDZ FP-2	-2	22	.	-2	2	-2	-2	-1

17. Clc1ccc(-c2onc3c2CCCC3)cc1
18. CC1CCC/C(=N\NS(=O)(=O)c2ccccc2)C1 (stereo unspecified)
19. COc1ccc(CN2C(=O)c3cccnc3C2=O)cc1S(=O)(=O)N1CCOc2ccc(C)cc21
20. COc1ccc(N2CC(C(=O)OCC(=O)c3cccc(OC)c3)CC2=O)cc1 (stereo unspecified)
21. CCC(=O)NCCc1nc2ccccc2[nH]1
22. O=C(c1ccccc1)C(Nc1ccccn1)c1ccccc1 (stereo unspecified)
23. N#Cc1ccccc1S(=O)(=O)N1CCN(CC(O)COc2ccccc2F)CC1 (stereo unspecified)
24. CN(CCC1CCCCO1)C(=O)CCc1nnc(CCc2ccccc2)o1 (stereo unspecified)
Screen / compound no.	17	18	19	20	21	22	23	24
dFosB act	-7	-1	1	-10	6	3	-15	0
Rtt109 HAT inh	-2	-6	1	-47	5	15	0	2
MITF TRPM1 HTS	28	-1	-3	.	6	7	11	8
NSD2 inh	-5	-1	-5	0	-1	-3	-1	-1
PfHsp90 set2	3	41	-7	2	11	-15	-19	-5
CAL PDZ FP-1	0.3	0.2	-1.7	.	1.7	-0.8	-0.2	-0.1
SR-BI DiI inh	-2	.	-24	-13	-13	-7	12	-24
PvdQ acylase	-12	-10	-14	-15	-5	11	-13	-2
SR-BI uptake up	2	.	24	13	13	7	-12	24
CAL PDZ FP-2	-8	2	-5	22	4	2	-2	-1

25. CC(=O)CCc1c(C)c2cccc(C)c2[nH]c1=O
26. O=C(O)Cc1ccc(N=Cc2c(O)ccc3ccccc23)cc1
27. CC1(C(=O)N/N=C/c2ccccc2)CC1(Cl)Cl (stereo unspecified)
28. C=CCn1c(SCc2ccccc2C#N)nnc1-c1cc(Br)ccc1O
29. Cn1c(SCc2nc(-c3ccc(Br)cc3)no2)nnc1-c1ccco1
30. O=C1CC(NCCc2ccccc2)C(=O)N1CCc1ccccc1 (stereo unspecified)
31. C#CCOCCOCCOCCNc1nc(N2CCN(C(=O)CCCCCCCCCCNC(=O)[C@H]([C@@H](C)CC)n3cc(CCCCN=C(N)N)nn3)CC2)nc(N2CCN(C(=O)CCCCCCCCCCNC(=O)[C@@H]([C@H](C)O)n3cc(C)nn3)CC2)n1
32. COC(=O)c1ccc(CSc2nc(N3CCOCC3)c3c(c2C#N)CC(C)(C)OC3)o1
Screen / compound no.	25	26	27	28	29	30	31	32
dFosB act	-1	-4	-4	-6	-10	-9	4	-8
Rtt109 HAT inh	12	1	0	4	2	2	?	3
MITF TRPM1 HTS	-3	-24	-1	-9	.	0	-66	.
NSD2 inh	-2	19	-1	2	3	0	.	-1
PfHsp90 set2	-6	11	3	-24	-10	10	28	-57
CAL PDZ FP-1	1.0	-0.5	0.1	.	-0.9	-0.2	-1.2	-1.1
SR-BI DiI inh	16	4	4	-1	21	-3	14	32
PvdQ acylase	17	-7	-6	-6	-9	-11	6	-13
SR-BI uptake up	14	-4	-4	1	-21	3	-14	-32
CAL PDZ FP-2	1	1	2	7	-2	-1	0	.

33. CC(C)NC(=O)NC(=O)COC(=O)Cc1c(F)cccc1Cl
34. CC(C)CN1C(=O)C(=O)N(CC(=O)c2ccc3c(c2)CCCC3)C1=O
35. CCOC(=O)COc1cccc2c(=O)n(CC(=O)NCc3ccc(F)cc3)ccc12
36. COc1ccc(C2=CC(=O)C[C@H](c3ccc(F)cc3)C2)c(OC)c1
37. O=C(NCCNCc1ccccn1)c1ccco1
38. CCc1nn(C(C)C(=O)NCCc2ccccc2)c(=O)c2cc3occc3n12 (stereo unspecified)
39. CCCCCOC(=O)Nc1ccc(S(=O)(=O)Nc2cccc([N+](=O)[O-])c2)cc1
40. COc1ccc(N2C(=S)NC(C)(C)CC2(C)c2ccc(OC(C)=O)cc2OC(C)=O)cc1 (stereo unspecified)
Screen / compound no.	33	34	35	36	37	38	39	40
dFosB act	2	-6	4	0	-4	-7	-4	-4
Rtt109 HAT inh	6	2	-11	-5	3	-1	6	-5
MITF TRPM1 HTS	1	27	-41	-8	-1	2	3	-3
NSD2 inh	-2	-1	2	.	1	-3	-2	6
PfHsp90 set2	1	9	-12	13	-9	1	3	25
CAL PDZ FP-1	-0.4	-0.6	-0.9	-1.8	-2.4	-0.2	-0.4	-2.7
SR-BI DiI inh	0	1	15	36	-11	13	-18	-31
PvdQ acylase	4	-19	-16	-15	-12	8	8	-17
SR-BI uptake up	0	-1	-15	-36	11	-13	18	31
CAL PDZ FP-2	-1	-12	-4	-4	-7	.	-6	.

41. CC(C)CC(=O)NS(=O)(=O)c1ccc(NC(=O)c2ccco2)cc1
42. Cc1cnc(NC(=O)COc2ccccc2Cl)s1
43. CC1CCCCC1NC(=O)C1CCCN(S(=O)(=O)c2ccc(-n3cnnn3)cc2)C1 (stereo unspecified)
44. O=C(NCCCN1CCOCC1)C(=O)N/N=C/c1ccccc1O
45. Cc1[nH]nc2cn[nH]c12
46. COc1ccc(NC(=O)CSc2nccn2-c2ccccc2)cc1
47. CCSc1ccccc1C(=O)N1CCC2(CC1)CC(=O)c1ccccc1O2
48. COc1ccccc1OCC(=O)Nc1ccc(N2CCCCC2)cc1
Screen / compound no.	41	42	43	44	45	46	47	48
dFosB act	-6	-4	-6	-11	2	4	-4	-3
Rtt109 HAT inh	3	-8	9	-1	-3	11	-3	1
MITF TRPM1 HTS	5	-46	12	-14	6	40	1	12
NSD2 inh	2	0	-5	-16	-1	4	1	8
PfHsp90 set2	2	-26	-3	5	-8	-6	.	23
CAL PDZ FP-1	-3.0	.	-1.6	-2.5	-1.6	.	-2.7	-0.1
SR-BI DiI inh	-10	-21	-9	.	-4	-25	-23	40
PvdQ acylase	-7	3	14	-2	-17	20	-14	-8
SR-BI uptake up	10	21	9	.	4	25	23	-40
CAL PDZ FP-2	0	-2	.	-3	.	5	-4	.

An excerpt from above, reduced to CAL PDZ FP-1, SR-BI DiI inh and MITF TRPM1 HTS:
# | mol | CAL PDZ FP-1 | SR-BI DiI inh | MITF TRPM1 HTS
46 | COc1ccc(NC(=O)CSc2nccn2-c2ccccc2)cc1 | . | -25 | 40
45 | Cc1[nH]nc2cn[nH]c12 | -1.6 | -4 | 6

Going on with the list:
49. CC(/C=N/Nc1nnc(C)c(=O)[nH]1)=C\c1ccccc1
50. Nc1ncnc(Nc2cc(C(F)(F)F)cc(C(F)(F)F)c2)n1
51. C=CCc1cc(Cl)ccc1OCCCNC(C)C
52. COc1ccc(S(=O)(=O)N2CCC(CN3C(=O)c4cccc5cccc(c45)C3=O)CC2)cc1
53. COC(=O)CCCC(=O)N1CCC(n2nccc2NC(=O)CCOc2ccccc2)CC1
54. CCOc1ccc(N2C(=O)CC(NCC#N)C2=O)cc1 (stereo unspecified)
Screen / compound no.	49	50	51	52	53	54
dFosB act	-4	12	1	2	-1	-3
Rtt109 HAT inh	.	-4	7	-53	-7	7
MITF TRPM1 HTS	62	-13	11	-3	20	-3
NSD2 inh	-5	-1	38	0	0	-1
PfHsp90 set2	-13	15	-12	16	13	7
CAL PDZ FP-1	-2.7	0.3	-3.1	-2.7	-3.2	-1.2
SR-BI DiI inh	6	-13	-24	27	-2	-6
PvdQ acylase	-3	-3	-5	-12	-19	-3
SR-BI uptake up	-6	13	24	-27	2	6
CAL PDZ FP-2	-5	-5	-5	-3	-3	.

From entry 52 to 53, copied from above:
52. COc1ccc(S(=O)(=O)N2CCC(CN3C(=O)c4cccc5cccc(c45)C3=O)CC2)cc1
53. COC(=O)CCCC(=O)N1CCC(n2nccc2NC(=O)CCOc2ccccc2)CC1
Screen / compound no.	52	53
dFosB act	2	-1
Rtt109 HAT inh	-53	-7
MITF TRPM1 HTS	-3	20
NSD2 inh	0	0
PfHsp90 set2	16	13
CAL PDZ FP-1	-2.7	-3.2
SR-BI DiI inh	27	-2
PvdQ acylase	-12	-19
SR-BI uptake up	-27	2
CAL PDZ FP-2	-3	-3
